Compound activity (PubChem)
LAP4-GFP MLPCN: yeast TOR pathway LAP4-GFP modulation; AID 2023; 320,000 tested, 0.34% active; GFP response vs DMSO, % at 10 µM; S. cerevisiae LAP4-GFP multiplex, flow cytometry GFP, 3 h; median GFP as percent of DMSO wells;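 active means GFP response vs DMSO above a set limit, about the screen mean plus 3 SD, cut at about 150% in these data; inconclusive means under 70 cell events counted for the yeast strain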
MEP2 TOR yeast: yeast TOR pathway MEP2-GFP modulation; S. cerevisiae MEP2-GFP strain, flow cytometry GFP, 3 h; 100% = DMSO control level; GFP response vs DMSO, % at 10 µM; 330,000 tested, 0.51% active; AID 2016;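 active means GFP response versus DMSO above a set limit, roughly screen mean plus 3 SD, cut at about 180% in these data; inconclusive means fewer than 70 cells counted for a yeast strain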;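 further: median GFP fluorescence of the barcode-gated MEP2-GFP cells per well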
ZTA DNA inh: blocks Epstein-Barr virus ZTA, an EBNA-1 counter-screen; 320,000 tested, 0.15% active; AID 2234; P03206; inhibition, % at 11 µM; ZTA-DNA binding, fluorescence polarization; in the data active means inhibition above about 33%
proCasp3 act: activators of human procaspase-3; P42574; recombinant procaspase-3 D3A, Ac-DEVD-pNA absorbance 405 nm; activation, % at 8.5 µM; 330,000 tested, 0.11% active;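 active means activation above the mean of all tested compounds plus 3 SD, cut at about 21% in these data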;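 further: 0% = DMSO alone and 100% = DMSO wells spiked with extra 5 µM PC-3 D3A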
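Technique: 405 nm absorbance of p-nitroaniline, reads at 0 and 120 min; Test system: Procaspase-3 D3A mutant; Incubation: 1 h enzyme-compound preincubation, then 2 h substrate reaction, 25 °C; Repeats: singlicate, each compound tested once; Benchmarks: low control DMSO wells, high control DMSO plus 5 µM PC-3 D3A.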
procasp7 counter: counter-screen for procaspase-3 activators: activators of human procaspase-7; P55210; recombinant procaspase-7, Ac-DEVD-pNA absorbance 405 nm; D23A/D198A/D206A triple mutant, cannot self-cleave; scale: DMSO 0, 5 µM enzyme 100; activation, % at 8.5 µM; 330,000 tested, 0.093% active;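 active means percent activation above the screen-wide mean plus 3 SD, cut at about 25% in these data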
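Material: Procaspase-7 triple mutant (PC-7 D3A) | Quantity: 2 µM procaspase-7 mutant as dispensed | Reagent: DEVD-pNA substrate | Times: 1 h preincubation, 2 h reaction | Technique: 405 nm absorbance of p-nitroaniline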
AHR activator: activators of human aryl hydrocarbon receptor; P35869; AHR-responsive luciferase reporter cells, luminescence; activation, % at 5 µM; 320,000 tested, 2.5% active; in the data active means activation above about 47%;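 further: 0% = vehicle wells and 100% = reference agonist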
EBNA-1 inhibitor: blocks EBNA-1 binding to DNA | EBNA-1 DNA binding, fluorescence polarization | inhibition, % at 14.8 µM | 300,000 tested, 0.34% active | AID 1950; in the data active means inhibition above about 28%
RPL19A-GFP yeast: yeast TOR pathway RPL19A-GFP modulation | S. cerevisiae RPL19A-GFP strain, flow cytometry, 3 h; active compounds read low | percent response vs DMSO, % at 10 µM | 330,000 tested, 0.3% active | AID 2025;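 active means percent response vs DMSO below 50%; inconclusive means fewer than 70 events counted for the yeast strain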;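 further: median channel GFP fluorescence of the barcoded RPL19A-GFP strain; ratio of sample median GFP to plate DMSO average so 100% = DMSO; lower means less RPL19A-GFP as with rapamycin TOR inhibition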
Active calls of the source: *; ? = inconclusive; · = not tested or not shown; [ ] = dose if it differs, or a comment.

[1] O=C(CCCN=C1NS(=O)(=O)c2ccccc21)OCC(=O)c1ccc(Br)cc1
[2] CCc1ccccc1OCCCCN1CCCC1
[3] Cc1ccc(-c2cc(C(=O)N3CCN(c4ncccn4)CC3)c3ccccc3n2)cc1
[4] CCN(CC)S(=O)(=O)c1ccc(Cl)c(NC(=O)COC(=O)c2cc(-c3ccccc3Cl)nc3ccccc23)c1
[5] Cc1ccccc1OCC(=O)OCC(=O)Nc1ccc2c(c1)OCO2
[6] COc1cc(C(=O)Nc2ccc(NC(=O)c3ccccc3Cl)nc2)cc(OC)c1OC
[7] Cc1onc(-c2ccccc2Cl)c1C(=O)N[C@@H](C)c1ccccc1
[8] O=C(CCCc1c[nH]c2ccccc12)Nc1ccc2ccccc2c1

assay / entry	1	2	3	4	5	6	7	8
LAP4-GFP MLPCN	104	100	107	100	94	97	121	·
MEP2 TOR yeast	99	105	98	102	96	102	102	·
ZTA DNA inh	-8	3	11	-3	·	14	-13	-6
proCasp3 act	5	2	-2	4	1	-2	11	13
procasp7 counter	6	4	4	-4	8	6	8	1
AHR activator	17	0	34	0	0	-5	0	25
EBNA-1 inhibitor	5	18	-8	7	·	2	8	-8
RPL19A-GFP yeast	112	102	99	101	95	98	97	·

[9] O=S(=O)(N/N=C1\CCCc2ccccc21)c1ccccc1
[10] COc1ccc(N(CCCN2C(=O)c3cccc4cccc(c34)C2=O)C(=O)c2cccs2)cc1
[11] O=C1/C(=C/c2ccncc2)SC(=S)N1C1CCCCC1
[12] CC(=O)c1cccc(NC(=O)CC2CCCC2)c1
[13] COc1ccccc1N1CCN(C(=O)Nc2ccc(F)c(Cl)c2)CC1
[14] O=[N+]([O-])c1ccc(N2CCCCCC2)c([N+](=O)[O-])c1
[15] Nc1nc(SCC(=O)Nc2ncc(Cl)cc2Cl)n[nH]1
[16] Cc1nc2ccccc2c(=O)n1/N=C/c1ccccc1Cl

assay / entry	9	10	11	12	13	14	15	16
LAP4-GFP MLPCN	106	100	112	105	108	106	103	94
MEP2 TOR yeast	102	107	102	113	105	108	115	106
ZTA DNA inh	5	-6	1	16	-2	-19	-5	0
proCasp3 act	6	6	-2	-2	2	-4	2	1
procasp7 counter	-6	1	-4	-8	-7	-8	-1	2
AHR activator	16	100*	5	3	0	-1	1	12
EBNA-1 inhibitor	·	3	-3	4	8	3	·	-2
RPL19A-GFP yeast	102	100	96	101	103	107	98	106

[17] Cc1cc(C)n(-c2ccc(C(=O)NC3=NCCS3)cc2)n1
[18] N#Cc1ccc(NC(=O)CSc2nc3[nH]c(=O)cc(O)c3s2)cc1
[19] CCNc1oc(COc2ccccc2F)nc1C#N
[20] Cc1ccc(C(=O)NNC(=O)c2cccc(S(=O)(=O)N3CCOCC3)c2)cc1
[21] COC(=O)COc1cccc(NC(=O)c2ccc(Cl)cc2)c1
[22] CCOc1ccc(CCNC(=O)CCN2C(=O)COc3ccccc32)cc1OCC
[23] CCc1oc2ccccc2c1C(=O)CCN1CCCCC1
[24] O=C(Cn1cccc1C(=O)c1ccccc1)NCc1ccc(Cl)cc1

assay / entry	17	18	19	20	21	22	23	24
LAP4-GFP MLPCN	98	104	108	88	109	99	154*	97
MEP2 TOR yeast	98	101	96	93	96	107	79	100
ZTA DNA inh	0	-21	-3	·	0	6	-6	-10
proCasp3 act	-1	-13	8	-2	6	2	-9	6
procasp7 counter	-3	-31	2	-22	3	6	-17	4
AHR activator	9	0	21	1	0	-1	-4	4
EBNA-1 inhibitor	1	·	-10	·	16	-3	-6	-4
RPL19A-GFP yeast	101	106	93	90	95	96	97	104

A draw from above in order of number of heavy atoms, rising.
[19] CCNc1oc(COc2ccccc2F)nc1C#N
[18] N#Cc1ccc(NC(=O)CSc2nc3[nH]c(=O)cc(O)c3s2)cc1
[24] O=C(Cn1cccc1C(=O)c1ccccc1)NCc1ccc(Cl)cc1

assay / entry	19	18	24
LAP4-GFP MLPCN	108	104	97
MEP2 TOR yeast	96	101	100
ZTA DNA inh	-3	-21	-10
proCasp3 act	8	-13	6
procasp7 counter	2	-31	4
AHR activator	21	0	4
EBNA-1 inhibitor	-10	·	-4
RPL19A-GFP yeast	93	106	104

Carrying on:
[25] CCc1ccc(CN2CCCC(CNS(=O)(=O)c3ccc(OC)cc3)C2)cc1 (stereo unspecified)
[26] CCOC(=O)c1ccc(S(=O)(=O)NC2CCCCCCC2)n1C
[27] O=C(c1cc2cc(F)ccc2[nH]1)N1CCN(C(=O)c2ccco2)CC1
[28] CCCCN(CCCC)CC(O)COc1ccccc1C(=O)Nc1ccccc1 (stereo unspecified)
[29] Cc1ccc(S(=O)(=O)NCC(=O)N(CC(=O)NC(C)(C)C)Cc2ccc3c(c2)OCO3)cc1
[30] CC(=O)N=c1c(C#N)cc2c(=O)n3ccccc3nc2n1Cc1ccccc1
[31] CCSc1nnc(NC(=O)COc2ccc3ccccc3c2)s1
[32] N=c1n(CCN2CCOCC2)c2ccccc2n1CC(O)COc1ccccc1 (stereo unspecified)

assay / entry	25	26	27	28	29	30	31	32
LAP4-GFP MLPCN	107	94	85	93	102	75[may fluoresce violet]	99	99
MEP2 TOR yeast	90	100	98	93	108	156[may fluoresce violet]	93	101
ZTA DNA inh	-15	10	-4	1	0	8	-2	-9
proCasp3 act	5	3	4	1	7	-4	-3	6
procasp7 counter	4	-5	-5	0	-4	-2	2	7
AHR activator	1	1	54*	-1	-5	0	7	-2
EBNA-1 inhibitor	6	10	-15	3	7	5	-5	0
RPL19A-GFP yeast	94	99	87	95	103	52[may fluoresce violet]	95	100

[33] CCOc1ccc(/C(O)=C2\C(=O)C(=O)N(c3ccc(OC)cc3)C2c2ccccc2[N+](=O)[O-])cc1 (stereo unspecified)
[34] O=C(/C=C/c1ccco1)NC(=S)Nc1nc(-c2ccc3ccccc3c2)cs1
[35] N#Cc1c(NCCO)nc(NCc2ccccc2)c2c1CCN(Cc1ccccc1)C2
[36] CCCN(C(=O)COC(=O)CC1CCCCC1)c1c(N)n(Cc2ccccc2)c(=O)[nH]c1=O
[37] C=CCn1c(NCc2ccc3c(c2)OCO3)nc2ccccc21
[38] Cc1ccc(-n2c(SCC(=O)Nc3cccc(S(N)(=O)=O)c3)nc3ccccc32)cc1
[39] Cc1cccc(NC(=O)Nc2ccccc2[N+](=O)[O-])n1
[40] CC(=O)Nc1ccc(NC(=O)CSc2ccc(-c3sc(C)nc3C)nn2)cc1

assay / entry	33	34	35	36	37	38	39	40
LAP4-GFP MLPCN	107	107	98	101	101	89	108	105
MEP2 TOR yeast	96	105	101	100	108	99	115	107
ZTA DNA inh	5	7	-1	1	5	21	-12	-4
proCasp3 act	-14	6	-11	9	-5	3	6	-2
procasp7 counter	-8	2	-13	-2	2	17	2	-2
AHR activator	36	3	15	-1	43	0	43	16
EBNA-1 inhibitor	11	-3	3	6	-4	4	-9	4
RPL19A-GFP yeast	96	108	102	93	103	107	102	106

[41] CC1=C(C#N)C(/C=N/OCc2ccc(Cl)cc2)CC(=O)N1 (stereo unspecified)
[42] CC1(C)Cc2c(cnn2-c2ccccc2)C(=O)/C1=N\NC(=O)c1ccncc1
[43] COc1cc(C)nc(NS(=O)(=O)c2ccc(C)cc2)n1
[44] COCC(C)n1c(SCC(=O)NNC(=O)c2ccc(F)cc2)nc2ccccc2c1=O (stereo unspecified)
[45] O=C(COC(=O)CNC(=O)c1ccccc1Cl)NC1CCCC1
[46] CCOc1ccc(NC(=O)[C@H](C)NC(=O)C2CC(=O)N(c3ccc(OC)cc3)C2)cc1 (stereo partly specified)
[47] CCCCNC(=O)CCn1nc(-c2ccc(Cl)cc2)ccc1=O
[48] O=C(NNC(=S)NC1CCCCC1)c1cccc(S(=O)(=O)Nc2ccccc2Cl)c1

assay / entry	41	42	43	44	45	46	47	48
LAP4-GFP MLPCN	105	105	94	85	91	102	89	98
MEP2 TOR yeast	100	100	103	92	96	100	106	108
ZTA DNA inh	-3	-1	9	-10	·	-1	-5	18
proCasp3 act	5	1	-3	0	-4	0	2	-3
procasp7 counter	1	5	2	0	7	3	-8	-1
AHR activator	10	-3	4	3	0	2	4	3
EBNA-1 inhibitor	-2	11	-7	0	·	-8	-10	16
RPL19A-GFP yeast	96	103	99	101	102	98	101	105

Arranged by value in RPL19A-GFP yeast (smallest number first): some entries from above.
#	SMILES	LAP4-GFP MLPCN	MEP2 TOR yeast	proCasp3 act	AHR activator	EBNA-1 inhibitor	RPL19A-GFP yeast
46	CCOc1ccc(NC(=O)[C@H](C)NC(=O)C2CC(=O)N(c3ccc(OC)cc3)C2)cc1 (stereo partly specified)	102	100	0	2	-8	98
43	COc1cc(C)nc(NS(=O)(=O)c2ccc(C)cc2)n1	94	103	-3	4	-7	99
47	CCCCNC(=O)CCn1nc(-c2ccc(Cl)cc2)ccc1=O	89	106	2	4	-10	101
45	O=C(COC(=O)CNC(=O)c1ccccc1Cl)NC1CCCC1	91	96	-4	0	·	102
42	CC1(C)Cc2c(cnn2-c2ccccc2)C(=O)/C1=N\NC(=O)c1ccncc1	105	100	1	-3	11	103
48	O=C(NNC(=S)NC1CCCCC1)c1cccc(S(=O)(=O)Nc2ccccc2Cl)c1	98	108	-3	3	16	105

(cont.)
[49] Cc1cccc(N2CCN(C(=O)c3cc4ccccc4oc3=O)CC2)c1C
[50] O=C(COC(=O)c1ccc(S(=O)(=O)N2CCCC2)cc1)Nc1cccc(Cl)c1
[51] COC(=O)c1nnn(-c2cc(Cl)cc(Cl)c2)c1C(=O)OC
[52] COc1cccc(N2CCN(C(=O)CN3C(=O)NC4(CCCC4)C3=O)CC2)c1
[53] O=C(NCCCN1CCOCC1)c1sc2cc(Cl)ccc2c1Cl
[54] CNC(=O)NC(=O)C(C)OC(=O)c1cc2c(s1)CCCCC2 (stereo unspecified)
[55] CC1(C)C(=O)C2(CCCCC2)C(=O)OC1c1ccc(O)cc1 (stereo unspecified)
[56] CC(C)(C)C(=O)C[n+]1ccc(C(N)=O)cc1

assay / entry	49	50	51	52	53	54	55	56
LAP4-GFP MLPCN	111	95	110	110	99	91	110	97
MEP2 TOR yeast	101	93	99	109	97	101	101	101
ZTA DNA inh	4	-24	6	-11	2	-2	-2	-26
proCasp3 act	8	-2	-13	-6	-6	4	0	-4
procasp7 counter	7	-3	5	-5	2	-1	-10	8
AHR activator	-2	0	0	0	4	5	3	0
EBNA-1 inhibitor	4	·	4	2	0	-1	-1	-11
RPL19A-GFP yeast	100	91	104	112	91	103	99	99

[57] O=C(N/C(=C/c1ccc(Br)cc1)C(=O)N1CCCC1)c1cccs1
[58] CC(C)(C)OC(=O)[C@H](Cc1ccccc1)NC(=O)c1nc[nH]c1C(=O)NCc1ccccc1
[59] Cc1cc(NCCCn2ccnc2)n2c(nc3ccccc32)c1C#N
[60] CC12CCC(=O)N1C(C(=O)NNC(=O)COc1ccc(Br)cc1)CS2 (stereo unspecified)
[61] CCCCc1c(O)nc2sccn2c1=O
[62] COc1cc2ccc(=O)oc2c(CC=C(C)C)c1OC
[63] C#CCNC(=O)C1=C[C@H](C2CC2)C[C@H](OCCCCO)O1
[64] COc1cc(OC)nc(Oc2ccc(N)c(C)c2)n1
[65] CC(=O)N(C)c1ccc(NC(=O)Cc2cccs2)cc1
[66] COc1ccc(Br)cc1/C=C1\Oc2ccccc2NC1=O

assay / entry	57	58	59	60	61	62	63	64	65	66
LAP4-GFP MLPCN	95	94	91	104	?	97	113	99	86	89
MEP2 TOR yeast	100	102	94	102	?	98	89	110	103	101
ZTA DNA inh	-6	-9	0	0	3	-11	7	-15	19	19
proCasp3 act	-7	2	-3	-5	-5	2	3	-5	2	4
procasp7 counter	-2	6	-2	8	-7	10	6	12	0	-2
AHR activator	26	1	104*	0	5	19	0	10	4	23
EBNA-1 inhibitor	-4	4	-1	-4	-1	-16	5	3	0	18
RPL19A-GFP yeast	105	99	93	97	?	96	105	110	100	103
